S2 tox: Viability Counterscreen for Primary qHTS for Inhibitors of ATXN expression. S2 cells (HEK-293 line with an ATXN2-luciferase reporter) viability, CellTiter-Fluor protease fluorescence, 24 h. Potency, µM (series often up to 56.7 µM), most hits filed as cytotoxic. 400,000 compounds, 0.49% hits. AID 651635, 2014; also: potency is read from the fitted curve at half-maximal effect; nearly all actives have a fitted effect of over 40% in size
TGFb SMAD3 inh: qHTS for Inhibitors of TGF-b; HepG2 CAGA-GFP TGF-b/SMAD3 reporter, GFP fluorescence, 18 h; TGF-beta stimulated, 500 pg/mL final; Potency, µM (series often up to 46.1 µM), for inactives: at the top dose activity, negative = inhibition, hits mostly inhibitors; 410,000 compounds, 1.2% hits; also: potency is read from the fitted curve at half-maximal effect; % is scaled to controls: 0 for no effect and ±100 for the full control effect; nearly all actives have a fitted effect of over 65% in size
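Inhibition of TGF-beta-driven CAGA-GFP reporter expression in HEPG2 cells is measured by cellular GFP fluorescence after 18 h stimulation with 500 pg/mL recombinant TGF-beta in 1% FBS medium at 37 degrees C.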
HepG2 tox: qHTS for Inhibitors of TGF-b: Cytotox Counterscreen. HepG2 CAGA-GFP viability, ATP luminescence, 18 h. Potency, µM (series often up to 46.1 µM), inactives show at the top dose activity change, negative = cytotoxicity, most hits filed as cytotoxic. 410,000 compounds, 0.76% hits; also: potency is read from the fitted curve at half-maximal effect; some results filed as inactive show a strong effect at the top dose
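HepG2 CAGA-GFP cells (1000/well, DMEM with 1% FBS) received compound, then TGF-beta at 500 pg/mL final, and were incubated 18 hours at 37 degrees C. Viability was read by CellTiter-Glo luminescence. Media-only wells were set as complete cell-killing and DMSO as no toxicity.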
EPAC2 ag: qHTS for Agonist of cAMP-regulated guanine nucleotide exchange factor 4 (EPAC2): primary screen; Rap guanine nucleotide exchange factor 4 (Homo sapiens), Q8WZA2; AID 720711, 2013; EPAC2 activation, biochemical qHTS; response scale: 100% = 6.5 mM cAMP response; 360,000 compounds, 0.079% hits; Potency, µM (titrated, usually from 154 µM), for the others: at the highest dose activation, usual class: activators; also: potency is read from the fitted curve at half-maximal effect; nearly all actives have a fitted effect of over 50% in size
Target sequence (Q8WZA2 whole entry, looked up): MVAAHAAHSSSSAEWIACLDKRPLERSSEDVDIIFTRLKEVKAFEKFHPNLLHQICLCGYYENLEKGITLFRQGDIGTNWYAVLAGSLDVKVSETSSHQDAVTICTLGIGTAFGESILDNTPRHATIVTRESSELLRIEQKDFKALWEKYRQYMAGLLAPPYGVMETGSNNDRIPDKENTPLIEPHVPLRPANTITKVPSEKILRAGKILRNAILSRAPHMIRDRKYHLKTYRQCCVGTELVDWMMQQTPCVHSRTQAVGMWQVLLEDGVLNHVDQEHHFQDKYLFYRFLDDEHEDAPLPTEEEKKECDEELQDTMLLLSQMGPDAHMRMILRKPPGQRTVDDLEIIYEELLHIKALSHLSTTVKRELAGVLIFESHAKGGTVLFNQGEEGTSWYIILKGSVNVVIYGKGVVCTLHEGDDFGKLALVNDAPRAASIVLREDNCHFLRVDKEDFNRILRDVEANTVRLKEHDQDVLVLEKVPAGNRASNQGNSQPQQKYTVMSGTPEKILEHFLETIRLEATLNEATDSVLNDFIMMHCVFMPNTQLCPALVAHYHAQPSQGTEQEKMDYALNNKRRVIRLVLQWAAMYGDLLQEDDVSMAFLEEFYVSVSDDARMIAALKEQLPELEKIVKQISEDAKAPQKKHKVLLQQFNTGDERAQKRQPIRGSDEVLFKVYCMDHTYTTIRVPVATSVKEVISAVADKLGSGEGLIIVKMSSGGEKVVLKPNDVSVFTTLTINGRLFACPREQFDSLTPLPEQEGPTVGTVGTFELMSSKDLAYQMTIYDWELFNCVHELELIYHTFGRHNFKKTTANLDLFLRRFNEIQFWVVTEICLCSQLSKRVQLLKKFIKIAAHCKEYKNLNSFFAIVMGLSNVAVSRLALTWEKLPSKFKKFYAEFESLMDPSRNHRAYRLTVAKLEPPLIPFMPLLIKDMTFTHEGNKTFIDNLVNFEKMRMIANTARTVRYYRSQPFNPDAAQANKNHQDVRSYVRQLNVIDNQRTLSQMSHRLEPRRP
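EPAC2 (100 nM) mixed with Rap1B loaded with BODIPY-GDP (250 nM) plus 50 uM unlabeled GDP; compounds pinned in, 5 min RT, then read every 5 min for 30 min (ex 480, em 540 nm). Normalized to cAMP control.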
IL2 activator: qHTS of IL-2 Activators; 360,000 compounds, 0.065% hits; IL-2 activation reporter assay, cell-based qHTS; stimulated with anti-CD3/CD4/CD28 beads; in transgenic mouse T cells; activation, % (series mostly up to about 46 µM); AID 652025, 2013; in the data active = activation above about 50%; inconclusive = mostly about 30% to 49%; also: 0% is about no effect
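Unstimulated transgenic mouse T cells preincubated 60 min with compound, then stimulated with anti-CD3/anti-CD4-coated beads plus anti-CD28 for 18 h at 37 degrees C. IL-2 response read as EGFP and DsRed fluorescence by plate cytometry.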
Nrf2 activator: qHTS of Nrf2 Activators; AID 624171, 2012; AREc32 ARE-luciferase reporter (MCF7-derived line), luminescence, 24 h; Potency, µM (highest dose often 46.1 µM), without a hit: at the top dose activation, actives largely listed as activators; 410,000 compounds, 0.31% hits; also: potency is read from the fitted curve at half-maximal effect; % of control where 0% means no effect; nearly all actives have a fitted effect of over 65% in size
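Nrf2 activation is followed as ARE-luciferase induction in the AREc32 line after one day of compound treatment; luminescence is read with Steady-Glo.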
A549 tox: Nrf2 qHTS screen for inhibitors: counterscreen for cytotoxicity; A549 ARE-Fluc cells, CellTiter-Fluor viability, 18-24 h; Potency, µM (titrated, usually from 46 µM), without a hit: at the top dose activity change, negative = cytotoxicity, hits mostly inhibitors; 390,000 compounds, 0.16% hits; also: potency is read from the fitted curve at half-maximal effect; % is scaled to controls: 0 for no effect and ±100 for the full control effect
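A549 ARE-Fluc cells in 5% FBS OPTI-MEM, 5000 cells/well, rested 2 h then exposed to compounds in concentration-response for 18-24 h at 37 °C. Viability by CellTiter-Fluor fluorescence (Ex 405/Em 525) after 30 min; luciferase luminescence (BugLite, 15 min, RT) read afterwards.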
Nrf2 inh: Nrf2 qHTS screen for inhibitors. 360,000 compounds, 2.1% hits. A549 ARE-Fluc reporter, luciferase luminescence, 18-24 h. AID 504444, 2011. Potency, µM (top dose mostly 46 µM), inactives show at the top dose activity change, negative = inhibition, most hits filed as inhibitors; also: potency is read from the fitted curve at half-maximal effect; % is scaled to controls: 0 for no effect and ±100 for the full control effect; nearly all actives have a fitted effect of over 60% in size
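In this cell-based qHTS, ARE-driven firefly luciferase in A549 cells reports Nrf2 activity; the luminescent signal after BugLite lysis is the measured value, with a prior CellTiter-Fluor read for cell health.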
ATXN2 expr inh: Primary qHTS for Inhibitors of ATXN expression; Potency, µM (series often up to 57 µM), for the others: top-dose activity change, negative = inhibition, most hits filed as inhibitors; AID 1745845, 2022; HEK-293 ATXN2-luciferase reporter, luminescence, 24 h; 360,000 compounds, 0.72% hits; also: potency is read from the fitted curve at half-maximal effect; % is scaled to controls: 0 for no effect and ±100 for the full control effect; nearly all actives have a fitted effect of over 55% in size
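qHTS (up to 57 uM final) was run with 24 h compound exposure of reporter cells at 37 °C. Each well was multiplexed: SteadyGlo luminescence measured ATXN2-luciferase expression after a fluorogenic Gly-Phe-AFC viability readout (25 uM final).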
Active calls of the source: *; i = inactive; ? = inconclusive; . = not tested or not shown; & = joins results of further samples. Unless noted, calls follow the shape of the dose curve; as a rule, active = well fitted curve in the direction sought with a large enough effect; inconclusive = small, poorly fitted or top-dose-only effect, or another doubt; inactive = no such curve, though single readings can be large; an effect the other way counts as inactive or inconclusive. Only part of the results is shown; count on the stated rates, not on these rows.

SMILES	S2 tox	TGFb SMAD3 inh	HepG2 tox	EPAC2 ag	IL2 activator	Nrf2 activator	A549 tox	Nrf2 inh	ATXN2 expr inh
COC(=O)C1=C(c2ccc(S(C)(=O)=O)cc2)C[C@@H]2CC[C@H]1N2C(=O)NCc1ccccc1	i	?	-20.8%	22.9%	-2.0	0.7%	0.1%	-3.8%	-5.1%
CCOP(=O)(OCC)C(O)c1ccc(Br)cc1 (stereo not given)	i	-5.3%	8.7%	-1.9%	-0.2	-0.5%	0.8%	-4.6%	-31.9%
Cc1ccc([C@H]2C[C@@H](O)[C@H](n3cc(COC(=O)c4ccccc4)nn3)CN2C(=O)C2CCCCC2)cc1	?	4.1%	-20.8%	13.1%	-1.6	-1.0%	.	.	-22.3%
CCOP(=O)(OCC)C(NC(=O)CN1C(=O)c2ccccc2S1(=O)=O)C(Cl)(Cl)Cl (stereo not given)	i	21.6%	19.9%	3.9%	-2.3	-1.6%	6.0%	0.4%	-12.1%
COc1ccc2c(c1)[nH]c1c(C)nccc12	i	?	-10.6%&-11.9%	5.3%	0.6	0.1%	-7.4%&-8.6%	23.1µM*	2.8%
CP(=O)(O)CN1CCCCC1	i	-11.9%	-9.3%	2.8%	-0.2	0.2%	11.2%	10.6%	.
CC(C)COC(=O)OCN1C(=O)CN(CCN2CC(=O)N(COC(=O)OCC(C)C)C(=O)C2)CC1=O	i	0.3%	-11.8%	-6.8%	0.1	0.3%	-0.2%	?	-0.5%
O=C1NC(=O)N(Cc2ccccc2)C(=O)/C1=C\c1ccco1	i	9.4%	1.5%	-2.5%	4.3	0.3%	-4.8%	18.8%	-14.1%
O=c1ccc2cc(O[C@@H]3O[C@@H](CO)[C@H](O)[C@@H](O)[C@@H]3O)c(O)cc2o1	.	0.0%	-2.2%	-2.5%	-2.4	-0.1%	?	3.7%	4.2%
CCC(C)n1c(O)c(C=NCc2cccnc2)c(=O)[nH]c1=S (stereo not given)	i	-5.5%	-16.7%	1.7%	-1.0	-0.1%	0.2%	1.7%	-5.9%
N#Cc1ccc(NC(=S)N2Cc3ccccc3-n3nncc3C2)cc1	i	0.9%	-22.2%	11.2%	-3.2	3.5%	.	.	-20.5%
CC(=O)c1cccc(NC(=O)CSc2ncc3c(n2)-c2cc(Cl)ccc2N(Cc2ccccc2)S3(=O)=O)c1	i	?	-6.0%	.	.	4.5%	-19.9%	-21.1%	9.4%
CC(C)(C)n1nnnc1C(CCc1ccccc1)N1CCC(n2c(=O)[nH]c3ccccc32)CC1 (stereo not given)	?	?	-0.3%	11.1%	0.1	-4.1%	.	.	?
Cn1c(O)c(C=NCCCCCCCCCCC(=O)O)c(=O)n(C)c1=O	i	-8.9%	-32.0%	6.8%	0.3	-1.3%	-5.2%	6.9%	.
O=C(c1ccc(N2CC3CC(C2)c2cccc(=O)n2C3)c([N+](=O)[O-])c1)N1CCCCC1 (stereo not given)	i	9.4%	8.4%	-2.5%	-0.6	-0.4%	-13.7%	-1.3%	0.6%
O=P(O)(Oc1ccccc1)c1ccccc1	i	-10.6%	12.8%	-1.3%	-4.5	-0.4%	-0.3%	9.9%	0.8%
COc1cccc(C(=O)C2CCCN(Cc3cccc(C)n3)C2)c1 (stereo not given)	?	?	-34.5%	18.0%	-1.9	-0.3%	-15.8%	2.6%	.
NC(=O)C1CCN(/C=C2\C(=O)NC(=O)N(Cc3ccco3)C2=O)CC1	i	-9.3%	-0.2%	4.3%	0.9	-0.1%	1.4%	-0.9%	4.9%
C1CCCN(C2CCNCC2)CC1	?	15.4%	6.2%	3.1%	-0.3	1.9%	-15.6%	?	-17.9%
O=C(CSc1nnc2c3c4c(sc3ncn12)CCCC4)NCc1ccco1	?	4.3%	-25.6%	2.4%	4.2	0.3%	-4.5%	-9.4%	1.2%

Laid out differently: 4 of the compounds above.
Cn1c(O)c(C=NCCCCCCCCCCC(=O)O)c(=O)n(C)c1=O
  S2 tox: i	TGFb SMAD3 inh: -8.9%	HepG2 tox: -32.0%	EPAC2 ag: 6.8%	IL2 activator: 0.3	Nrf2 activator: -1.3%	A549 tox: -5.2%	Nrf2 inh: 6.9%	ATXN2 expr inh: .
O=C(c1ccc(N2CC3CC(C2)c2cccc(=O)n2C3)c([N+](=O)[O-])c1)N1CCCCC1 (stereo not given)
  S2 tox: i	TGFb SMAD3 inh: 9.4%	HepG2 tox: 8.4%	EPAC2 ag: -2.5%	IL2 activator: -0.6	Nrf2 activator: -0.4%	A549 tox: -13.7%	Nrf2 inh: -1.3%	ATXN2 expr inh: 0.6%
O=P(O)(Oc1ccccc1)c1ccccc1
  S2 tox: i	TGFb SMAD3 inh: -10.6%	HepG2 tox: 12.8%	EPAC2 ag: -1.3%	IL2 activator: -4.5	Nrf2 activator: -0.4%	A549 tox: -0.3%	Nrf2 inh: 9.9%	ATXN2 expr inh: 0.8%
COc1cccc(C(=O)C2CCCN(Cc3cccc(C)n3)C2)c1 (stereo not given)
  S2 tox: ?	TGFb SMAD3 inh: ?	HepG2 tox: -34.5%	EPAC2 ag: 18.0%	IL2 activator: -1.9	Nrf2 activator: -0.3%	A549 tox: -15.8%	Nrf2 inh: 2.6%	ATXN2 expr inh: .

Remaining list, next part
SMILES	S2 tox	TGFb SMAD3 inh	HepG2 tox	EPAC2 ag	IL2 activator	Nrf2 activator	A549 tox	Nrf2 inh	ATXN2 expr inh
COc1cccc(C(=O)N2CCC3(CC2)OCCO3)c1	i	-0.5%	-1.8%	5.5%	0.5	-0.5%	-18.7%	-0.8%	.
CN(C(=O)c1cccc(NC(=O)Cc2cccc([N+](=O)[O-])c2)c1)C1CCCCC1	?	20µM*	4.6%	18.4%	-5.0	-0.3%	-6.4%	?	?
CCC1(CCC(C)C)C(=O)NC(=O)N(c2ccccc2)C1=O (stereo not given)	i	.	.	7.1%	-0.6	-0.6%	.	.	-8.7%
COC(=O)[C@H]1C[C@@H]1[C@H](NP(=O)(c1ccccc1)c1ccccc1)c1ccccc1	i	0.4%	9.6%	5.9%	3.0	-0.6%	-0.9%	13.8%	6.1%
Nc1c([N+](=O)[O-])cc(F)c(N2CCNCC2)c1Br	i	-18.3%	-28.7%	5.0%	1.1	0.3%	-0.4%	1.2%	-19.8%
Cc1ccc(Cn2c(=O)n(CCCCC(=O)NCc3ccccc3Cl)c(=O)c3ccccc32)cc1	?	-17.5%	2.1%	.	.	-1.6%	-9.0%	?	?
CSc1nc2ccccc2c(=O)n1-c1cccnc1	i	0.0%	-74.4%	0.1%	-0.1	-0.6%	-1.7%	8.7%	-1.5%
CCOC(=O)c1c(C)n(Cc2ccc3c(c2)OCO3)c2ccc(O)cc12	.	-26.8%	-25.1%	19.7%	-0.9	5.5%	-19.8%	6.8%	.
Cc1ccc(CN2Cc3ccc(Br)cc3-n3nncc3C2)cc1	?	?	-13.4%	12.8%	-0.7	0.0%	.	.	-12.7%
COc1ccc(NP2(=O)OCC(C)(N)CO2)cc1 (stereo not given)	i	-7.8%	4.3%	5.3%	-1.2	6.6%	0.3%	-2.3%	-7.5%
Nc1cc(Cl)cc(Cl)c1	i	18.4%	0.8%	5.6%	-0.5	0.4%	-7.2%	12.6%	5.4%
Cn1c(O)c(C=NCCN2CCNCC2)c(=O)[nH]c1=O	i	-21.3%	-42.8%	10.1%	-0.7	-0.2%	-1.1%	-0.6%	7.3%
Cc1cnn(C2CCN(C)CC2)c1N	i	11.1%	1.3%	-0.3%	0.1	-0.3%	?	-2.9%	7.8%
C[C@]12CC[C@H](O)CC1=CC(=O)C1C2CC[C@]2(C)C(=O)[C@H](O)CC12 (stereo not given in full)	i	-2.7%	9.4%	7.0%	1.2	2.8%	3.6%	0.6%	-8.5%
Cc1ccc(-c2nc3ccc(Cl)cn3c2Nc2ccccc2C)s1	i	24.5%	7.4%	.	.	14.1%	0.9%	?	13.9%
CC12CCC3C(CC=C4CC5(CCC43C)OCCO5)C1CCC2=O (stereo not given)	i	1.2%	-4.4%	-3.1%	-2.3	-0.6%	0.0%	-6.1%	-3.7%
COC(=O)[C@H]1[C@H]2C[C@@H]3c4[nH]c5cc(OC)ccc5c4CCN3C[C@H]2C[C@@H](OC(=O)/C=C/c2cc(OC)c(OC)c(OC)c2)[C@@H]1OC	?	2.8%	5.4%	-2.9%	-0.3	-1.0%	-19.9%	-19.9%	5.3%
CCC1(CCc2ccncc2)C(=O)NC(=O)NC1=O	i	-5.6%	-3.2%	1.3%	-1.5	-1.2%	-3.9%	12.1%	3.6%
COC(=O)c1ccc(S(=O)(=O)N2CCCN(Cc3ccccc3)CC2)n1C	i	?	8.0%	-4.7%	-0.3	-0.8%	-1.8%	?	15.4%
Nc1cncc(C(=O)O)c1	i	4.4%&13.4%	-0.9%&2.2%	11.5%&10.0%	-4.0&3.2	-0.2%&-1.0%	1.7%&3.1%	-5.7%&-17.9%	-21.5%&-22.1%
CCC(=O)OC1(c2cccc(C)c2)CC(C)N(C)CC1C (stereo not given)	i	14.4%	6.2%	13.5%	0.0	-0.6%	0.8%	-2.3%	-12.2%
C[C@@H](C1CC[C@@]2(O)C3=CC(=O)[C@@H]4C[C@@H](O)[C@@H](O)C[C@]4(C)[C@H]3CC[C@]12C)[C@H](O)CCC(C)(C)O (stereo not given in full)	.	3.0%	-0.7%	.	.	.	5.8%	18.7%	.
CC(C)COP(=O)(c1ccc(N(C)C)cc1)C(O)c1cccnc1 (stereo not given)	i	2.8%	8.2%	7.2%	0.0	-1.0%	-3.9%	13.0%	-17.6%
